NCI-60 one-dose screen, 48 h, at 10 µM unless noted. Numbers give growth in % (100 = growth as untreated, 0 = no growth, -100 = all killed).
HCT-15: HCT-15 colon cancer; 5.2% of 82,000 active
HCT-116: HCT-116 colon cancer | AID 1794798 | 7.3% of 82,000 active
KM12: KM12 colon cancer cells; AID 1794800; 5% of 82,000 active
HT29: HT29 colon cancer; 7.4% of 81,000 active; AID 1794748
NCI-H226: NCI-H226 lung cancer | 3.5% of 79,000 active | AID 1794732
NCI-H322M: NCI-H322M lung cancer; 2.7% of 80,000 active
NCI-H460: NCI-H460 lung cancer; 6.8% of 82,000 active
COLO 205: COLO 205 colon cancer. 7.3% of 79,000 active. AID 1794742
SW-620: SW-620 colon cancer; 5.2% of 82,000 active; AID 1794795
* marks the source's active call; other numbers are inactive results; x = not tested or not shown; & = joins results of further samples. The calls were made as follows: active = growth percent below 10; inactive = the rest.

SMILES | HCT-15 | HCT-116 | KM12 | HT29 | NCI-H226 | NCI-H322M | NCI-H460 | COLO 205 | SW-620
c1ccc(C(c2ccccc2)c2nn3c(-c4cccnc4)nnc3s2)cc1 | 51 | 60 | 81 | 86 | 65 | 79 | 50 | 82 | 79
CC(C(=O)O)c1ccccc1 (stereo not drawn) | 102 | 97 | 107 | 100 | 102 | 112 | 108 | 105 | 112
CC(=O)Nc1ccc(/C=N\NC(=S)N/N=C/c2ccc(NC(C)=O)cc2)cc1 | 96 | 101 | 110 | x | 111 | 92 | 123 | 115 | 115
O=C1OC2CC3CC1C2C3 (stereo not drawn) | 107&100 | 107&108 | 110&108 | 103&104 | 98&96 | 118 | 110&102 | 114&114 | 112&105
Cn1ccc(Nc2nccc(Oc3ccc(C(=O)Nc4cccc(F)c4)c(Cl)c3)n2)c1 | 92 | 87 | 102 | 100 | 68 | 48 | 106 | 105 | 85
Cc1c(N)cc(S(=O)(=O)O)cc1NC(=O)c1cccc([N+](=O)[O-])c1 | 106 | 108 | 120 | 108 | 106 | 102 | 101 | 106 | 98
COc1ccc(CN2CCCN(Cc3ccc(OC)cc3)C2c2ccccc2)cc1 | 102 | 89 | 97 | 80 | 99 | 97 | 105 | 93 | 93
c1ccc(-c2csc(Nc3ncccn3)n2)nc1 | 36 | 72 | 73 | 99 | 83 | 64 | 51 | 110 | 101
O=C(Cn1cc(CN2C(=O)C3CCCN3C(=O)c3ccccc32)nn1)Nc1cccc(Cl)c1 (stereo not drawn) | 101 | 97 | 102 | 104 | 91 | 101 | 101 | 106 | 103
CCSC1=NC2C(N(CC)C(=O)N2CC)N1/N=C/C=C/c1ccccc1 (stereo not drawn) | 94 | 94 | 86 | 81 | 86 | 98 | 93 | 97 | 91
Cn1ncc2cncnc21 | 111 | 105 | 133 | 99 | 115 | 112 | 106 | 125 | 105
COC(=O)CCN1CCN(c2ccccc2C)CC1 | 105 | 100 | 121 | 117 | 96 | 106 | 106 | 147 | 106
CS(=O)(=O)n1cc2c(n1)CN([C@H]1CO[C@H](c3cc(F)ccc3F)[C@@H](N)C1)C2 | 105 | 104 | 105 | 106 | 105 | 105 | 108 | 105 | 106
C(=C\[n+]1ccccc1)/c1ccccc1 | 101 | 93 | 94 | 79 | 101 | 104 | 110 | 108 | 105
COC(=O)CC1C2(C)C3=C(C)C(c4ccoc4)CC3OC2C(OC(C)=O)C2C(C)(C(=O)OC)C=CC(=O)C21C (stereo not drawn) | 97 | 109 | 105 | 91 | 79 | 92 | 108 | 102 | 94
COc1cc2ncnc(Oc3ccc(NC(=O)Nc4ccc(C5(C#N)CCCC5)cc4)c4ccccc34)c2cc1OC | 75 | 31 | 44 | 35 | 80 | 67 | 19 | 83 | 54
O=C(O)c1cccc[n+]1[O-] | 102 | 105 | 113 | 106 | 108 | 98 | 111 | 126 | 90
CC(=O)c1ccc2oc(=O)n(Cc3ccc(C#N)cc3)c(=O)c2c1 | 99 | 110 | 102 | 112 | x | 100 | 106 | 114 | 100
N#Cc1c(-c2cccs2)cc(-c2cnccn2)nc1SCc1ccccc1 | 105 | 93 | 102 | 100 | 100 | 101 | 98 | 105 | 97
Cc1csc(-c2ccc3c(c2)COC3(CCCN(C)C)c2ccc(F)cc2)c1 (stereo not drawn) | 14 | -27* | 14 | -40* | 96 | 77 | -46* | -69* | 23
COc1cc2c(O)cc(C(=O)O)c(-c3cc(OC)c(OC)c(OC)c3)c2cc1OC | 108 | 107 | 115 | 116 | 109 | 124 | 110 | 106 | 109
CCCCCCCCCC(=S)N1CCN(c2ccccc2)CC1 | 96 | 96 | 107 | 98 | 105 | x | 102 | 110 | 109
NC(N)=N/N=C(/CCC(=O)O)C(=O)O | 97 | 102 | 115 | 100 | 95 | 107 | 108 | 113 | 102
O=c1[nH]c(Cn2nnc(-c3ccccc3)n2)nc2sc3c(c12)CCCC3 | 99 | 103 | 104 | 107 | 98 | 119 | 112 | 119 | 103
Cc1nc(Nc2ccc(NC(=O)Nc3ccc(Cl)c(C(F)(F)F)c3)cc2)c2c(C)c(C)[nH]c2n1 | 94 | 99 | 104 | 93 | 104 | 104 | 95 | 98 | 115
CC(C)CCNC(C)C(C)OC(=O)c1ccccc1 (stereo not drawn) | 102 | 103 | 97 | 94 | 107 | 111 | 111 | 118 | 108
CCN(CC)c1ccn(CC(=O)N[C@@H](CC(C)C)B(O)O)c(=O)c1 | 111 | 95 | 113 | 96 | 91 | 89 | 104 | 105 | 106
COc1ccc(/C=C2/C(=O)/C(=C/c3ccc(OC)cc3)C3CCC2N3C)cc1 | 67 | 67 | 85 | 67 | 75 | 93 | 76 | 81 | 92
O=C(CCC(=O)N1CCOCC1)OCCCCCCSc1ccc([N+](=O)[O-])c2nonc12 | -67* | -55* | -69* | -34* | -21* | 46 | -14* | -57* | -55*
CCn1ccnc1C(=O)/C=C/c1ccc(CC(=O)Nc2ccc(F)cc2)cc1 | 13 | 1.3* | -14* | -28* | 87 | 35 | 5.5* | 33 | 6.0*

Given field by field: entries from further up.
O=C(O)c1cccc[n+]1[O-]
  HCT-15: 102; HCT-116: 105; KM12: 113; HT29: 106; NCI-H226: 108; NCI-H322M: 98; NCI-H460: 111; COLO 205: 126; SW-620: 90

CC(=O)c1ccc2oc(=O)n(Cc3ccc(C#N)cc3)c(=O)c2c1
  HCT-15: 99; HCT-116: 110; KM12: 102; HT29: 112; NCI-H226: x; NCI-H322M: 100; NCI-H460: 106; COLO 205: 114; SW-620: 100

For convenience, 16 of the compounds above:
SMILES | HCT-15 | HCT-116 | KM12 | HT29 | NCI-H226 | NCI-H322M | NCI-H460 | COLO 205 | SW-620
COC(=O)CCN1CCN(c2ccccc2C)CC1 | 105 | 100 | 121 | 117 | 96 | 106 | 106 | 147 | 106
CS(=O)(=O)n1cc2c(n1)CN([C@H]1CO[C@H](c3cc(F)ccc3F)[C@@H](N)C1)C2 | 105 | 104 | 105 | 106 | 105 | 105 | 108 | 105 | 106
C(=C\[n+]1ccccc1)/c1ccccc1 | 101 | 93 | 94 | 79 | 101 | 104 | 110 | 108 | 105
COC(=O)CC1C2(C)C3=C(C)C(c4ccoc4)CC3OC2C(OC(C)=O)C2C(C)(C(=O)OC)C=CC(=O)C21C (stereo not drawn) | 97 | 109 | 105 | 91 | 79 | 92 | 108 | 102 | 94
COc1cc2ncnc(Oc3ccc(NC(=O)Nc4ccc(C5(C#N)CCCC5)cc4)c4ccccc34)c2cc1OC | 75 | 31 | 44 | 35 | 80 | 67 | 19 | 83 | 54
O=C(O)c1cccc[n+]1[O-] | 102 | 105 | 113 | 106 | 108 | 98 | 111 | 126 | 90
CC(=O)c1ccc2oc(=O)n(Cc3ccc(C#N)cc3)c(=O)c2c1 | 99 | 110 | 102 | 112 | x | 100 | 106 | 114 | 100
N#Cc1c(-c2cccs2)cc(-c2cnccn2)nc1SCc1ccccc1 | 105 | 93 | 102 | 100 | 100 | 101 | 98 | 105 | 97
Cc1csc(-c2ccc3c(c2)COC3(CCCN(C)C)c2ccc(F)cc2)c1 (stereo not drawn) | 14 | -27* | 14 | -40* | 96 | 77 | -46* | -69* | 23
COc1cc2c(O)cc(C(=O)O)c(-c3cc(OC)c(OC)c(OC)c3)c2cc1OC | 108 | 107 | 115 | 116 | 109 | 124 | 110 | 106 | 109
CCCCCCCCCC(=S)N1CCN(c2ccccc2)CC1 | 96 | 96 | 107 | 98 | 105 | x | 102 | 110 | 109
NC(N)=N/N=C(/CCC(=O)O)C(=O)O | 97 | 102 | 115 | 100 | 95 | 107 | 108 | 113 | 102
O=c1[nH]c(Cn2nnc(-c3ccccc3)n2)nc2sc3c(c12)CCCC3 | 99 | 103 | 104 | 107 | 98 | 119 | 112 | 119 | 103
Cc1nc(Nc2ccc(NC(=O)Nc3ccc(Cl)c(C(F)(F)F)c3)cc2)c2c(C)c(C)[nH]c2n1 | 94 | 99 | 104 | 93 | 104 | 104 | 95 | 98 | 115
CC(C)CCNC(C)C(C)OC(=O)c1ccccc1 (stereo not drawn) | 102 | 103 | 97 | 94 | 107 | 111 | 111 | 118 | 108
CCN(CC)c1ccn(CC(=O)N[C@@H](CC(C)C)B(O)O)c(=O)c1 | 111 | 95 | 113 | 96 | 91 | 89 | 104 | 105 | 106

Going on with the list.
SMILES | HCT-15 | HCT-116 | KM12 | HT29 | NCI-H226 | NCI-H322M | NCI-H460 | COLO 205 | SW-620
O=C(Nc1ccc(Cl)c(Cl)c1)Nc1ccc(Cl)c([N+](=O)[O-])c1 | 5.2* | 1.8* | 2.3* | 2.0* | 1.2* | 6.3* | 1.6* | -80* | 9.7*
N#C/C(=C\c1cccc(Cl)c1Cl)C(=O)Nc1sc2c(c1C#N)CCCC2 | 92 | 95 | 101 | 112 | 85 | 101 | 99 | 127 | 102
Nc1c(Cl)c(Cl)cc(Cl)c1Cl | 109 | 112 | 120 | 117 | 102 | 123 | 115 | 131 | 111
COc1ccc(/C=C/C(=O)c2cccc(NC(=O)CSc3nc4ccccc4c(=O)n3-c3ccccc3)c2)cc1 | 94 | 98 | 101 | 113 | 91 | 106 | 100 | 116 | 99
C/C(=N\N=C(N)N)c1cccs1 | 92 | 83 | 114 | 87 | 91 | 95 | 98 | 101 | 102
CC(C)C(=O)OC/C=C/c1ccccc1 | 103 | 111 | 103 | 116 | 100 | 129 | 107 | 122 | 102
COc1cc(CC2Sc3nc4ccccc4n3C2=O)cc(I)c1O (stereo not drawn) | 91 | 99 | 81 | 105 | 94 | 109 | 95 | 103 | 93
Cc1cc(CCc2cc(C)[nH]c2C)c(C)[nH]1 | 108 | 114 | 95 | 107 | 106 | 101 | 109 | 135 | 98
O=C(Cn1c(=O)[nH]c2ccccc2c1=O)NCC(=O)N/N=C/c1ccccc1 | 102 | 107 | 101 | 111 | 96 | 103 | 100 | 114 | 101
COc1cc(CCNc2nc3cc(N)cc(N)c3nc2-c2ccccc2)cc(OC)c1 | 70 | -36* | 4.4* | 5.3* | 90 | 24 | 34 | -61* | -57*
CN(C)CCCNC(=O)C1COc2ccccc2O1 (stereo not drawn) | 98 | 99 | 100 | 99 | 92 | 106 | 102 | 87 | 100
O=C(NCCNc1nccc(-n2ccc3cccnc32)n1)C1CCCCC1 | 105 | 100 | 106 | 112 | 104 | 106 | 105 | 110 | 103
O=C1NCCC12CCN(c1c(Cl)cncc1-c1ccc(-c3cnn(CCO)c3)cc1)CC2 | 107 | 91 | 107 | 96 | 91 | 105 | 110 | 88 | 98
CCCCc1ccc2nc(NC(=O)OC)[nH]c2c1 | 7.8* | 7.4* | -12* | 12 | 63 | 50 | 2.1* | -46* | 14
Nc1ncnc2c1ncn2[C@@H]1O[C@H](C[C@H](N)CCC[C@H](N)C(=O)O)[C@@H](O)[C@H]1O | 101 | 105 | 105 | 98 | 101 | 104 | 104 | 116 | 107
O=C1Nc2ccccc2/C1=N/n1c(N/N=C/c2cccnc2)n[nH]c1=S | 110 | 98 | 101 | 105 | 80 | 112 | 103 | 106 | 96
CC1(C)CC[C@]2(C(=O)N3CCCNCC3)CC[C@]3(C)C(=CC[C@@H]4[C@@]5(C)C/C(=C\c6cccnc6)C(=O)C(C)(C)[C@@H]5CC[C@]43C)[C@H]2C1 | 106 | 108 | 114 | 112 | 108 | 102 | 110 | 112 | 116
Cc1oc(-c2ccc(Cl)c(Cl)c2)cc1C(=O)Nc1ccccc1 | 81 | 89 | 82 | 99 | 93 | 97 | 104 | 107 | 97
CC(=O)OCc1cc2c(cc1[N+](=O)[O-])OCO2 | 98 | 97 | 104 | 99 | 112 | 96 | 107 | 99 | 109
C=CC(=O)N1CCC(Oc2cc3c(Nc4ccc(Cl)c(Cl)c4F)ncnc3cc2OC)CC1 | 21 | 22 | 31 | -16* | 35 | 12 | 39 | 15 | 33
O=Cc1cc(Cl)ccc1O | 111 | 107 | 101 | 116 | 108 | 107 | 114 | 127 | 113
OCCOCCN1CCN(C2=Nc3ccccc3Sc3ccccc32)CC1 | 109&104 | 86&95 | 107&108 | 93&92 | 84&91 | 87&96 | 107&105 | 103&92 | 94&100

Screening results (PubChem BioAssay)
